# Screening data deposited in PubChem BioAssay by several laboratories.
# NPR2 activator – GC-B (human) receptor activation; P20594; HEK293-GC-B cells, CNP EC30, cGMP TR-FRET; 0% at EC30 CNP, 100% saturating CNP; activation, % at 10 µM; 370,000 compounds, 0.11% hits; AID 1920062;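 active = activation at 10 µM reaching about 35% in either raw or pattern-adjusted values, limit read from the data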
# DDE Tn6 FP inh – inhibitors of Tn6 peptide binding to human fibrin DD(E); Fibrin DD(E) TRITC-Tn6 fluorescence polarization displacement; inhibition, % at 8.3 µM; 370,000 compounds, 0.21% hits; AID 720509;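 active = inhibition above a per-campaign cutoff: mean of compounds within control limits plus 3 SD, cut at about 15% in these data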;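 note: 0% = median of all compound wells on the plate and 100% = blocking peptide control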
# Target sequence (P02675 whole entry, looked up): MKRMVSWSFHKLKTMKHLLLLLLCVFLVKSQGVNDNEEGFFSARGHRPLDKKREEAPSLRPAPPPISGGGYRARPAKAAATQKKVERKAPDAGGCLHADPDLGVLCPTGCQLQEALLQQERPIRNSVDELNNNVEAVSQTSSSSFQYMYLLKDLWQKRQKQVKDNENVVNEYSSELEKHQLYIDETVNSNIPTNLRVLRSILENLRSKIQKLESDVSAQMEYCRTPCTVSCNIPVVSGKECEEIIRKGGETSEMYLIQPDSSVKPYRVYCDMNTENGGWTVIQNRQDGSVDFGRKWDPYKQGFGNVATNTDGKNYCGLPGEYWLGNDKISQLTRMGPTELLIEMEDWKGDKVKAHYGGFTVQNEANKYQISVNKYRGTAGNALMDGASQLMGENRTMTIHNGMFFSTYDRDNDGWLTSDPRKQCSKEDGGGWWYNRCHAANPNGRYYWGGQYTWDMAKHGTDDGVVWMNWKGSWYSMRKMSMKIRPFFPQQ
# rCAG binder – molecules binding r(CAG) RNA repeats; r(CAG) RNA repeat, TO-PRO-1 dye displacement fluorescence; inhibition, % at 3 µM; 370,000 compounds, 1.3% hits;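 active = inhibition above the plate cutoff, the mean of all test compounds on that plate plus 3 SD, cut at about 35% in these data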;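 note: 0% = DMSO alone and 100% = 100 µM mitoxantrone as full dye displacement; higher means more dye released from RNA so lower well fluorescence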
# ASAP1 GAP inh – inhibitors of human ASAP1 ArfGAP activity; inhibition, % at 16.5 µM; Q9ULH1; AID 624377; ASAP1-stimulated ARF1 GTP hydrolysis, GDP FP detection; 360,000 compounds, 0.19% hits; in the data active = inhibition above about 25%;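 note: 0% = vehicle with enzyme and substrate and 100% = no enzyme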
# Target sequence (Q9ULH1 325-724 limits assumed): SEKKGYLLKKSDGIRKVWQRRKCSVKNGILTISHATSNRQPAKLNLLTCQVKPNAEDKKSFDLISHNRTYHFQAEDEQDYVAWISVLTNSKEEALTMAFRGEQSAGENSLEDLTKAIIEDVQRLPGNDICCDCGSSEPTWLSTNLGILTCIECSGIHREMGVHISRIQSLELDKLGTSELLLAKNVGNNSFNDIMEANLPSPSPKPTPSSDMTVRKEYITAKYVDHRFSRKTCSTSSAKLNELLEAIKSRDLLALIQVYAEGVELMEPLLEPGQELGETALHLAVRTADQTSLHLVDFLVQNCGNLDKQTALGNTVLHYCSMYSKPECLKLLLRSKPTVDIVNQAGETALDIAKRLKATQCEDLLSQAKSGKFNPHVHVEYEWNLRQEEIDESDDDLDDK
# FXN GAA850 act – increases GAA850 frataxin promoter reporter activity. activation, % at 6 µM. HEK293 lucGAA850 FXN promoter luciferase reporter, 24 h; percent of 10 µM SAHA response. 360,000 compounds, 0.56% hits;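 active = activation above the average of all compounds screened plus 3 SD, cutoff fixed separately per campaign, cut at about 7.5% in these data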;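 note: 0% = DMSO wells and 100% = 10 µM SAHA wells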
# NPR1 activator – GC-A (human) enzyme activation; HEK293 GC-A cells, cGMP TR-FRET, EC30 ANP; 0% at EC30 ANP, 100% saturating ANP; activation, % at 10 µM; 370,000 compounds, 0.14% hits; P16066; in the data active = activation above about 40%
# ARFGAP1 inh – rat ARFGAP1 inhibition | Arfgap1-stimulated ARF1 GTP hydrolysis, GDP FP detection | inhibition, % at 16.5 µM | 360,000 compounds, 0.26% hits;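 active = inhibition above a per-plate limit, mean inhibition of low control wells plus 3 SD, cut at about 25% in these data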;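 note: 0% = DMSO wells with enzyme and 100% = wells lacking Arfgap1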
# Target sequence (Q62848 1-136 limits assumed): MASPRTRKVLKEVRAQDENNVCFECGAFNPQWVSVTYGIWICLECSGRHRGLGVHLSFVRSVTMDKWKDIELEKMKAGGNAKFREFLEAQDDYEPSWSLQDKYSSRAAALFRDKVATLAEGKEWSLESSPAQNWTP
#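 Assay system: purified rat His6-Arfgap1 residues 1-136 (GAP domain); Reagent: human Δ17 ARF1 bound to GTP; Dosing: 16.5 µM single point, 1.26% DMSO; Times: GTP hydrolysis reaction 2 h at 25 °C; Signal: FP, GDP Alexa 633 tracer displaced from anti-GDP antibody, 620/688 nm; Measure: % inhibition from polarization.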
# ADAM10 inh – inhibits human ADAM10. 370,000 compounds, 0.62% hits. O14672. recombinant ADAM10, EDANS/DABCYL FRET peptide cleavage, 3 h. inhibition, % at 7 µM;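 active = inhibition above a per-campaign cutoff equal to the mean of compounds falling between control-based bounds plus 3 SD, cut at about 20% in these data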;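 note: 0% = DMSO wells while the 100% control is not disclosed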
# sPLA2-III inh – Blocks human group III sPLA2 activity | AID 743126 | 370,000 compounds, 0.56% hits | inhibition, % at 12.2 µM | QFRET BODIPY PC-A2 liposome hydrolysis, fluorescence;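 active = inhibition above mean plus 3 SD of compounds lying within the high and low control bounds, cut at about 19% in these data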;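 note: 0% = median of test compound wells and 100% = no enzyme DMSO wells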
# proKLK7 act – proKLK7 (human) activation, primary screen. purified proKLK7, EDANS-DABCYL substrate fluorescence; 100% is mature enzyme control, 0% vehicle. 370,000 compounds, 0.9% hits. activation, % at 7 µM. P49862;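 active = activation above the mean of all tested compounds plus 3 SD, computed per campaign excluding outliers beyond control limits, cut at about 13% in these data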
# * hit, by the source's call; i = inactive; · = no result given.
[1] O=S(=O)(NCc1ccccn1)c1cccc2nsnc12
[2] Cc1ccc(NC(=O)COC(=O)CCc2c[nH]c(=O)[nH]2)cc1
[3] COc1ccc(C(=O)CCC(=O)Nc2ccc(N3CCN(C)CC3)cc2)cc1OC
[4] COc1ccc(CCN(C)CCC(=O)Nc2cccc(C)c2)cc1OC
[5] Oc1ccccc1Oc1ncc(Br)c(Cl)n1
[6] CCN(CC)C(=O)C1=C(C)N(Cc2ccc(F)cc2)C(=O)C(CC(=O)NCc2cccs2)C1 (configuration not stated)
[7] CCn1c(N2CCN(S(=O)(=O)c3ccccc3C(F)(F)F)CC2)nc2ccccc21
[8] CC(=O)c1ccc(N2CCN(C(=O)CCC(=O)c3cccs3)CC2)cc1
[9] O=C(c1ccc([N+](=O)[O-])cc1[N+](=O)[O-])N1CCN(C(=O)C2CCCO2)CC1 (configuration not stated)
[10] CC(C)(C)S(=O)(=O)c1ccc2nc3c(n2c1)CCCC3

assay / compound,1,2,3,4,5,6,7,8,9,10
NPR2 activator,6,1,3,-1,6,-4,7,2,-1,8
DDE Tn6 FP inh,-1,-3,2,2,-4,-4,1,-1,-1,3
rCAG binder,-1,-2,-1,-5,2,3,-6,-6,0,1
ASAP1 GAP inh,-1,7,-6,1,16,-2,-2,5,-16,-9
FXN GAA850 act,-0.9,-1.0,0.0,0.9,0.6,-1.5,1.5,-1.5,-0.4,0.7
NPR1 activator,3,5,-4,-3,2,1,3,-1,-1,-3
ARFGAP1 inh,-2,-3,7,12,-4,5,-11,1,-3,-5
ADAM10 inh,1,-32,-9,4,-1,6,1,-6,-9,-290
sPLA2-III inh,3,-2,3,-5,-7,5,-15,-6,4,8
proKLK7 act,0.4,-1.9,0.1,-0.7,0.1,0.1,0.0,-0.4,-0.6,1.1

[11] CC1(C(=O)N2CC3(CC(c4cccc(NC(=O)CC(c5ccccc5)c5ccccc5)c4)=NO3)C[C@@H]2C(N)=O)CC1 (some centres not stated)
[12] COc1ccc(-c2nc3cnccn3c2NC2CCCCC2)cc1-c1cccc(Cl)c1
[13] Cc1c(NC(=O)c2cccnc2C(=O)O)cccc1C(=O)O
[14] C#CCOCCOCCOCCNc1nc(N2CCN(C(=O)Cn3cc(CCO)nn3)CC2)nc(N2CCN(C(=O)Cn3cc(CCO)nn3)CC2)n1
[15] Cc1cc(S(=O)(=O)NCC(c2ccccc2)c2ccccc2)ccc1-n1cnnn1
[16] CSCCC(NC(=O)c1ccco1)C(=O)N1CC=C(c2ccccc2)CC1 (configuration not stated)
[17] COc1ccc(C2/C(=C(/O)c3ccc4c(c3)CC(C)O4)C(=O)C(=O)N2CCN2CCOCC2)cc1 (configuration not stated)
[18] O=C(OCc1cn(Cc2ccccc2Cl)nn1)N1CCOCC1
[19] CC(=O)c1cccc(NC(=O)N2CCCC2C(=O)NCc2ccc(C)cc2)c1 (configuration not stated)
[20] O=C(O/N=C\c1ccc(N2CCCCC2)c([N+](=O)[O-])c1)c1cccc(C(F)(F)F)c1

assay / compound,11,12,13,14,15,16,17,18,19,20
NPR2 activator,2,11,-6,0,-15,-2,0,4,3,-3
DDE Tn6 FP inh,-13,-6,-5,4,-9,1,1,-4,-1,-1
rCAG binder,6,11,0,3,6,-3,11,3,2,2
ASAP1 GAP inh,4,11,-8,4,0,7,7,·,-5,1
FXN GAA850 act,-1.4,1.6,-0.7,-0.9,0.9,-0.3,0.7,·,-0.1,4.6
NPR1 activator,0,12,3,-2,-24,4,-1,1,-4,1
ARFGAP1 inh,-3,12,5,7,1,8,1,·,1,10
ADAM10 inh,7,-181,-9,-15,20*,-7,5,8,0,4
sPLA2-III inh,-19,8,4,15,-88,7,6,7,-7,5
proKLK7 act,-0.3,-40,0.9,-0.5,0.3,-0.3,-0.5,0.5,-0.1,0.3

[21] Cc1csc(NC(=O)c2ccccc2[N+](=O)[O-])n1
[22] CCN(C(=O)COC(=O)c1ccccc1Oc1ccccc1)c1c(N)n(Cc2ccccc2)c(=O)[nH]c1=O
[23] O=C(NCCS(=O)(=O)N1CCC2(CC1)OCCO2)c1ccccc1
[24] C=C1SC(=Nc2c(C)cccc2Cl)N(C(=O)c2sc3ccccc3c2Cl)C12CCCCC2
[25] CCOc1ccc(C(C(=O)NCC2CCCO2)N(Cc2ccccc2)C(=O)c2snc(C(N)=O)c2N)cc1 (configuration not stated)
[26] CC(=O)NNC(=O)CCn1c2c(c3ccccc31)CCCC2
[27] COc1ccccc1C1OCC(C)(C)CO1
[28] COc1cc(/C=C2/CC(C)OC2=O)c([N+](=O)[O-])cc1OC (configuration not stated)
[29] O=C(c1cccc(S(=O)(=O)N2CCOCC2)c1)N1CCN(Cc2ccc3c(c2)OCO3)CC1
[30] CCOC(=O)c1cc(C)n(Cc2ccccc2)c1C

assay / compound,21,22,23,24,25,26,27,28,29,30
NPR2 activator,3,6,1,1,7,1,5,-2,2,0
DDE Tn6 FP inh,5,7,0,2,-2,-10,-11,2,2,-1
rCAG binder,1,3,-2,2,0,0,0,-4,-7,-6
ASAP1 GAP inh,3,-7,4,0,-6,-1,12,1,5,-18
FXN GAA850 act,-1.4,-2.5,0.4,-0.3,-2.3,0.0,1.2,1.7,1.5,1.2
NPR1 activator,0,0,2,-3,-3,-4,3,-1,-2,1
ARFGAP1 inh,-1,10,-11,12,-5,5,4,-9,-1,7
ADAM10 inh,7,-5,-5,1,-37,2,-12,-12,0,-3
sPLA2-III inh,1,-12,1,-1,12,-6,3,4,-1,0
proKLK7 act,0.2,0.5,-0.3,-0.1,-2.1,0.6,-0.2,1.0,0.1,-0.1

# Record cards (already shown). Order of values: NPR2 activator	DDE Tn6 FP inh	rCAG binder	ASAP1 GAP inh	FXN GAA850 act	NPR1 activator	ARFGAP1 inh	ADAM10 inh	sPLA2-III inh	proKLK7 act
# CCOc1ccc(C(C(=O)NCC2CCCO2)N(Cc2ccccc2)C(=O)c2snc(C(N)=O)c2N)cc1 (configuration not stated) in the list: 7	-2	0	-6	-2.3	-3	-5	-37	12	-2.1
# COc1ccc(C(=O)CCC(=O)Nc2ccc(N3CCN(C)CC3)cc2)cc1OC in the list: 3	2	-1	-6	0.0	-4	7	-9	3	0.1
# Oc1ccccc1Oc1ncc(Br)c(Cl)n1 in the list: 6	-4	2	16	0.6	2	-4	-1	-7	0.1
# CC1(C(=O)N2CC3(CC(c4cccc(NC(=O)CC(c5ccccc5)c5ccccc5)c4)=NO3)C[C@@H]2C(N)=O)CC1 (some centres not stated) in the list: 2	-13	6	4	-1.4	0	-3	7	-19	-0.3
# CCN(C(=O)COC(=O)c1ccccc1Oc1ccccc1)c1c(N)n(Cc2ccccc2)c(=O)[nH]c1=O in the list: 6	7	3	-7	-2.5	0	10	-5	-12	0.5

# More structures follow:
[31] COCCn1c(SCC(=O)NC(=O)Cc2ccccc2)nc2ccccc2c1=O
[32] COC(=O)N/N=C/c1cc(C)n(-c2ccccc2)c1C
[33] COc1ccc(Cc2n[nH]c(=S)n2N)cc1OC
[34] CC(OC(=O)c1cccs1)C(=O)NCc1ccccc1 (configuration not stated)
[35] CCOC(=O)/C=c1\s/c(=C\c2sccc2C)c(=O)n1CC(=O)NCc1ccc(C)cc1
[36] CC(C)OCCCN(CC(O)c1ccccc1)CC(O)c1ccccc1 (configuration not stated)
[37] O=S(=O)(c1ccccc1F)N1CCN(CCc2ccccc2)CC1
[38] CCCCCSc1nnc2c(n1)OC(c1cccn1C)N(C(C)=O)c1ccccc1-2 (configuration not stated)
[39] O=C(COc1ncnc2ccccc12)Nc1ccc(Cl)c([N+](=O)[O-])c1
[40] Clc1ccc(-c2n[nH]c3c2CCC3)c(Cl)c1

assay / compound,31,32,33,34,35,36,37,38,39,40
NPR2 activator,1,1,1,4,-6,2,7,-2,-2,-1
DDE Tn6 FP inh,3,2,-2,5,-8,-1,0,2,-11,3
rCAG binder,-4,3,1,-3,4,-3,-2,-5,4,-1
ASAP1 GAP inh,-10,-2,-5,6,-13,-9,-4,-2,12,-9
FXN GAA850 act,1.1,6.9,1.6,-1.9,·,1.8,-2.0,2.2,1.2,-2.0
NPR1 activator,-2,2,4,1,3,0,0,-8,-5,-7
ARFGAP1 inh,-7,1,4,2,0,-2,-5,-2,8,-5
ADAM10 inh,-19,15,0,-1,-3,5,11,9,5,11
sPLA2-III inh,2,-1,4,3,5,3,0,1,-12,-17
proKLK7 act,-0.6,-0.1,-0.1,-0.1,-8.9,0.6,0.3,-0.2,-0.2,0.4

[41] CCOc1ccc(NC(=O)C(C)Sc2nccn2C)cc1 (configuration not stated)
[42] O=C(Nc1ccc2c(c1)OCO2)c1cnn2c(C(F)(F)F)cc(-c3ccco3)nc12
[43] N#C/C(=C(/O)c1ccc([N+](=O)[O-])s1)c1nc2ccccc2[nH]1
[44] C[C@H](NC(=O)NCCc1ccccc1)C(=O)O
[45] CC1=CC(C)(C)N(C(=O)CSc2nccn2C)c2cc(C)ccc21
[46] CC(C)Oc1ccc(/C(O)=C2/C(=O)C(=O)N(CCN3CCOCC3)C2c2ccccc2)cc1 (configuration not stated)
[47] Cc1nnc(SCC(=O)Nc2nccs2)n1C(C)C
[48] Cc1cc(NC(=O)Nc2ccc(Cl)cc2)n(-c2ccccc2)n1
[49] CCn1c(-c2ccc(N(C)C)cc2)nc2ccccc21
[50] CCOC(CNC(=O)Cn1nc(Cc2ccncc2)c2ccccc2c1=O)OCC

assay / compound,41,42,43,44,45,46,47,48,49,50
NPR2 activator,-4,1,0,3,-2,8,2,4,-3,5
DDE Tn6 FP inh,-7,-7,-6,-7,-5,-1,0,-6,-10,9
rCAG binder,-4,0,-1,1,-9,1,1,-2,-6,-4
ASAP1 GAP inh,5,5,-15,-7,1,-5,0,-8,8,-2
FXN GAA850 act,0.4,2.9,-3.8,-1.1,-0.2,-0.1,0.8,0.7,6.0,1.1
NPR1 activator,1,9,4,1,0,6,-2,-1,-3,3
ARFGAP1 inh,10,-6,-1,-3,12,3,4,4,10,-9
ADAM10 inh,-1,-7,-11,4,-5,0,-12,-1,i,-11
sPLA2-III inh,6,8,10,12,1,-1,1,1,6,-1
proKLK7 act,0.4,0.4,3.7,-0.3,-0.9,-0.2,-0.1,0.5,2.3,-0.8

[51] CCCNC(=S)N1CCC(NC(=O)c2ccc(C)cc2)CC1
[52] COc1cccc(NC(=S)/C(=C(\[O-])c2cc(C)n(-c3ccccc3F)c2C)[n+]2ccc(N(C)C)cc2)c1
[53] O=[N+]([O-])c1ccccc1-c1cc(-c2ccccc2O)n[nH]1
[54] Cc1ccc(N(C)S(=O)(=O)c2cccc(C(=O)OCC(=O)N(C)Cc3ccccc3)c2)cc1
[55] COc1cccc(NC(=O)Nc2nc3ncccn3c2-c2ccc(C(F)(F)F)cc2)c1
[56] S=c1[nH]nc(-c2cc(-c3ccsc3)n[nH]2)n1-c1ccccc1

assay / compound,51,52,53,54,55,56
NPR2 activator,7,-1,-12,-3,2,-9
DDE Tn6 FP inh,4,3,-6,1,1,-1
rCAG binder,0,14,8,2,1,-3
ASAP1 GAP inh,2,-3,17,8,·,-4
FXN GAA850 act,0.4,-4.8,7.5,-1.0,·,1.9
NPR1 activator,1,2,-10,2,0,-2
ARFGAP1 inh,-2,3,15,2,·,7
ADAM10 inh,5,-5,16,4,-483,6
sPLA2-III inh,8,2,-48,-7,9,15
proKLK7 act,-1.4,-0.1,-0.6,0.7,9.3,-0.2
